pPAFAH FP inh: inhibitors of human plasma PAF acetylhydrolase (pPAFAH). Q13093. recombinant pPAFAH, FP-rhodamine probe fluorescence polarization. inhibition, % at 3.39 µM. actives 1.5% (n = 330,000). AID 463082;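 active = inhibition above the mean inhibition across the screen plus 3 SD, cut at about 25% in these data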;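 also: inhibitors block binding of the rhodamine activity-based probe so polarization drops; 0% = enzyme with DMSO and 100% = wells lacking pPAFAH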
EBNA-1 inhibitor: blocks EBNA-1 binding to DNA; inhibition, % at 14.8 µM; actives 0.34% (n = 300,000); EBNA-1 DNA binding, fluorescence polarization; AID 1950; in the data active = inhibition above about 28%
ZTA DNA inh: ZTA (EBV) inhibition in EBNA-1 counter-screen. P03206. ZTA-DNA binding, fluorescence polarization. inhibition, % at 11 µM. actives 0.15% (n = 320,000). AID 2234; in the data active = inhibition above about 33%
PREPL inh: inhibitors of human prolyl oligopeptidase-like enzyme PREPL; AID 2751; recombinant PREPL, fluorescence polarization activity-based probe; inhibition, % at 5.96 µM; Q4J6C6; actives 0.68% (n = 320,000); in the data active = inhibition above about 43%;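 also: 0% = enzyme with DMSO and 100% = wells lacking enzyme; many of its hits are not listed in these tables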
Target sequence (Q4J6C6 whole entry, looked up): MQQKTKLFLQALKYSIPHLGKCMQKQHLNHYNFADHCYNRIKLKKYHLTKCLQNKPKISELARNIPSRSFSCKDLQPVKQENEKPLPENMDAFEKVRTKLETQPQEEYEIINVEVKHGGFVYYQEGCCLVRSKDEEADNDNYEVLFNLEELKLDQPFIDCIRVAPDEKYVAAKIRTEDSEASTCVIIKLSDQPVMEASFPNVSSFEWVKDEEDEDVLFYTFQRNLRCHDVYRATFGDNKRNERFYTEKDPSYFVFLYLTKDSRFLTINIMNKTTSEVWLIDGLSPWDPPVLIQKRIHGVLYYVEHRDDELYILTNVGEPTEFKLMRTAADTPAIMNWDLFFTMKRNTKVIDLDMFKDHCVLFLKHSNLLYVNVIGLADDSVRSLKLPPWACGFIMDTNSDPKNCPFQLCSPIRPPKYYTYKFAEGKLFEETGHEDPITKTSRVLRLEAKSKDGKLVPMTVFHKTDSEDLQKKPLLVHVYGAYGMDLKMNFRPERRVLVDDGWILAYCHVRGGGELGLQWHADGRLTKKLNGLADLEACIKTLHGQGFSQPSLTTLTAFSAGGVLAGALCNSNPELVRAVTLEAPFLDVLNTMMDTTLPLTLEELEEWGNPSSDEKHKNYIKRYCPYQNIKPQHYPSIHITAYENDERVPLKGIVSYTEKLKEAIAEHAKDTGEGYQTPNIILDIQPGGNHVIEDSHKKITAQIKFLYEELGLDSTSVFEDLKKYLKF
PAFAH1B2 FP inh: blocks human PAF acetylhydrolase 1b catalytic subunit 2; recombinant PAFAH1B2, FP-rhodamine activity probe, fluorescence polarization; inhibition, % at 3.39 µM; actives 1.2% (n = 340,000);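 active = inhibition above the mean of all tested compounds plus 3 SD, cut at about 24% in these data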;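 also: 0% = enzyme with DMSO and 100% = wells lacking PAFAH1B2; many of its hits are not listed in these tables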
PAFAH2 FP inh: PAFAH2 (human) inhibition. recombinant PAFAH2, FP-rhodamine activity probe, fluorescence polarization. actives 0.99% (n = 340,000). inhibition, % at 3.39 µM;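 active = inhibition above the mean over all tested compounds plus 3 SD, cut at about 30% in these data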;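 also: inhibitors block probe labeling of enzyme so polarization drops; 0% = enzyme with DMSO and 100% = wells lacking PAFAH2 protein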
PAFAH1B3 inh: PAFAH1B3 (human) inhibition | recombinant PAFAH1B3, FP-rhodamine probe, fluorescence polarization | inhibition, % at 3.39 µM | actives 0.28% (n = 340,000);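 active = inhibition above the screen-wide average of all tested compounds plus 3 SD, cut at about 25% in these data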;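 also: 0% = enzyme with DMSO only and 100% = wells lacking PAFAH1B3 protein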
LYPLA1 inh: counter-screen for PME1 inhibitors: inhibitors of human LYPLA1; inhibition, % at 5.9 µM; recombinant LYPLA1, FP-Rh probe fluorescence polarization; O75608; AID 2174; actives 0.16% (n = 320,000);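 active = inhibition above the mean of all tested compounds plus 3 SD, set per campaign, cut at about 14% in these data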;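 also: inhibitors block serine hydrolase probe labeling of LYPLA1 so polarization falls; 0% = enzyme with DMSO and 100% = wells lacking LYPLA1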
Target sequence (O75608 whole entry, looked up): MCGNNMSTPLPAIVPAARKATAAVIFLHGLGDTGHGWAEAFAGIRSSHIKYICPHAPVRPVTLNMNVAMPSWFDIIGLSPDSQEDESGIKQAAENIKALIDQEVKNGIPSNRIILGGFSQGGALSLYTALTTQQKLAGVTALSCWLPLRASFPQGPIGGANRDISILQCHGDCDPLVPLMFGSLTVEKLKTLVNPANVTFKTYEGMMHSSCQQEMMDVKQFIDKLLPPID
LYPLA2 counter: LYPLA2 (human) inhibition in PME1 counter-screen; actives 0.38% (n = 320,000); recombinant LYPLA2, FP-Rh probe fluorescence polarization; O95372; inhibition, % at 5.9 µM;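 active = inhibition above the screen-wide mean plus 3 SD, limit set per campaign, cut at about 26% in these data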;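 also: 0% = LYPLA2 with DMSO and 100% = wells lacking LYPLA2 enzyme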
* hit, by the source's call; · = not tested or not shown. Only part of the results is shown; count on the stated rates, not on these rows.

SMILES | pPAFAH FP inh | EBNA-1 inhibitor | ZTA DNA inh | PREPL inh | PAFAH1B2 FP inh | PAFAH2 FP inh | PAFAH1B3 inh | LYPLA1 inh | LYPLA2 counter
NS(=O)(=O)c1ccc(CCNC(=O)COC(=O)CCN2C(=O)C3CC=CCC3C2=O)cc1 (stereo unspecified) | 6 | · | -3 | 8 | 4 | 1 | 16 | 1 | 4
CCc1ccc(NC(=S)N2CCN(C)CC2)cc1 | -4 | 1 | 1 | -4 | 0 | -3 | 5 | 1 | -1
COc1cc(-c2nc3ccc(C)cn3c2Nc2ccc3c(c2)OCCO3)ccc1O | 13 | -11 | 2 | 22 | 5 | 8 | -2 | 2 | -8
OCC1CCCN(Cc2cn(Cc3ccccc3)nc2-c2cc3ccccc3o2)C1 (stereo unspecified) | 6 | -3 | -14 | 7 | 1 | -3 | 5 | 6 | 6
Cc1cc(Br)ccc1NC(=O)CNC(=O)CNc1cccc([N+](=O)[O-])c1 | 6 | · | -4 | 8 | -5 | 5 | 0 | -2 | 3
O=c1[nH]c(CN2CCN(c3ccccc3)CC2)nc2ccccc12 | 5 | -1 | -13 | -7 | 3 | 2 | 4 | 1 | -2
COc1ccccc1C(=O)Nc1ccc(S(=O)(=O)Nc2onc(C)c2C)cc1 | 1 | -8 | 1 | 7 | 7 | 2 | 6 | 5 | 6
COCCn1c(COc2cccc(OC)c2)nnc1SCC(=O)NC1CCCCC1 | 4 | 7 | 12 | 4 | 2 | -2 | 8 | -1 | 8
COC(=O)Cc1ccc(NC(=O)c2cccs2)cc1 | -3 | 0 | 1 | 2 | 2 | -5 | 0 | -3 | -1
COc1ccc(CC(=O)NC(=S)Nc2cccc(CO)c2)cc1 | 1 | 1 | -5 | 17 | · | · | · | 1 | 3
Cc1ccc[n+](-c2nc([O-])sc2C=O)c1 | 6 | -1 | -22 | 15 | 10 | 9 | 9 | 2 | 14
COC(=O)c1ccc(S(=O)(=O)N2CCN(CCO)CC2)n1C | -5 | -6 | -3 | 4 | -6 | 6 | 3 | 1 | -8
O=C1CC(C(=O)Nc2ccccc2)N=C(N2CCCCC2)N1 (stereo unspecified) | 0 | -6 | -11 | -1 | -1 | 7 | 5 | -4 | 1
CC(=O)Nc1ccc(Sc2ccccc2C(=O)N2CCCC2)cn1 | -12 | -4 | -21 | 9 | -1 | 3 | 1 | -3 | -1
CCOC(=O)c1sc(NC(=O)c2ccc(Br)o2)cc1C | -1 | 0 | 4 | -4 | 2 | 4 | -1 | -4 | -4
NC(=O)c1cc(S(=O)(=O)NCc2cccs2)cs1 | -8 | -13 | -4 | -10 | -5 | 1 | 5 | -3 | -4
CC1(C)CC2(CC(C)(C)NC(=O)N2)NC(=O)N1 | 2 | -3 | -21 | -2 | 4 | 8 | 6 | 1 | 3
O=C(COc1ccc(Cl)cc1)Nc1nnc(-c2ccco2)o1 | -1 | 3 | -4 | 9 | 4 | 3 | 6 | -1 | -6
COc1ccc(OC)c(C(O)CNC(=O)CN)c1 (stereo unspecified) | -5 | -5 | -5 | 3 | 7 | -4 | 8 | -1 | 2
O=C(NCCNC(=O)c1cccnc1)c1ccc(Br)cc1 | 3 | 10 | 3 | 11 | -1 | 2 | -4 | -2 | 5
O=C(NCCCN1CCOCC1)c1ccc(Cl)c(S(=O)(=O)N2CCCCCC2)c1 | 1 | 9 | 8 | 23 | 1 | -4 | 7 | 0 | 1
COc1ccccc1N(CC(O)COc1ccc(C)cc1)S(=O)(=O)c1ccccc1 (stereo unspecified) | 8 | 1 | 1 | -7 | 5 | -8 | -3 | 3 | 4
Nc1ccn(CC(=O)NCCc2ccccn2)c(=O)n1 | -4 | · | 6 | 18 | 7 | 2 | 1 | 2 | -3
COc1ccc(NC(=O)C2CCN(S(=O)(=O)c3ccc4c(c3)CC(C)N4C(C)=O)CC2)cc1OC (stereo unspecified) | 4 | 1 | 12 | -2 | 4 | 7 | 6 | 3 | 2
O=C(NCc1cccs1)C1CCCN(S(=O)(=O)c2cccs2)C1 (stereo unspecified) | -1 | -3 | 2 | -1 | 8 | 1 | 8 | 1 | -5
CCOc1cc(C(=O)Nc2ccc(S(=O)(=O)Nc3onc(C)c3C)cc2)cc(OCC)c1OCC | 4 | · | · | 14 | -1 | -4 | 0 | · | ·
Cc1[nH]c2c(C(=O)N3CCCC(CCC(=O)NCc4ccccc4F)C3)cccc2c1C (stereo unspecified) | 7 | 3 | 8 | 3 | 7 | 6 | 10 | 4 | 7
O=C(c1cccnc1)N1CCCC(Nc2ccc(F)cc2)C1 (stereo unspecified) | 1 | -1 | 6 | 6 | 1 | -1 | 9 | -3 | 1
CC1(c2ccc([N+](=O)[O-])cc2)Nc2ccccc2S1 (stereo unspecified) | -2 | -7 | -20 | 8 | 7 | 1 | 3 | -2 | -4
CCN(CC)c1ccc(N2C(=O)/C(=C/c3cccnc3)SC2=S)cc1 | -3 | -8 | 10 | 10 | -3 | -24 | 5 | -3 | -4
Cc1nnc(NC(=O)CSc2n[nH]c(-c3ccccc3)n2)s1 | 1 | 2 | 6 | 2 | -3 | 0 | -1 | -3 | -1
C[C@H](CO)N1C[C@H](C)[C@@H](CN(C)C(=O)NC2CCCCC2)Oc2ccc(NC(=O)Cc3ccccc3)cc2C1=O | 14 | · | · | 17 | 6 | 2 | 7 | · | ·
CSc1nc(-c2ccccc2)c(C#N)c(=O)[nH]1 | -1 | 2 | -13 | 12 | 5 | 5 | 3 | 1 | 3
CC1=CC(C)(C)Nc2ccc(OS(=O)(=O)c3ccc(C)cc3)cc21 | 5 | -3 | -9 | -1 | 22 | 8 | 3 | -3 | 3
COCCn1c(SCc2nc3ccccc3c(=O)[nH]2)nc2ccccc2c1=O | 6 | -2 | 15 | 0 | -2 | 5 | 10 | 1 | 3
O=C(O)CCCCCn1c(SCC(=O)N2CCCC2)nc2ccsc2c1=O | 4 | -6 | -29 | 12 | 4 | 3 | 0 | 2 | 4
CCCC(c1nnnn1CCC(C)C)N1CCC(C(N)=O)CC1 (stereo unspecified) | 0 | 2 | -17 | -4 | 8 | -5 | 8 | 2 | 4
Cc1ccc(C2Oc3ccccc3C3=C2C(c2cccs2)n2ncnc2N3)cc1 (stereo unspecified) | 7 | 20 | -11 | 6 | -2 | -2 | -1 | -3 | 1
COC(=O)c1ccc(C)c(NS(=O)(=O)c2ccc(OC)cc2)c1 | 0 | 5 | 1 | -1 | -2 | 3 | 3 | -2 | 0
CCOC(=O)c1nc(Nc2ccc(N3CCC(C)CC3)cc2)c2ccccc2n1 | 24 | -15 | -17 | 22 | 4 | 8 | 7 | -6 | -1

Part of the list above in another layout:
Under each structure: pPAFAH FP inh, EBNA-1 inhibitor, ZTA DNA inh, PREPL inh, PAFAH1B2 FP inh, PAFAH2 FP inh, PAFAH1B3 inh, LYPLA1 inh, LYPLA2 counter
COc1ccccc1N(CC(O)COc1ccc(C)cc1)S(=O)(=O)c1ccccc1 (stereo unspecified)
    8, 1, 1, -7, 5, -8, -3, 3, 4
Nc1ccn(CC(=O)NCCc2ccccn2)c(=O)n1
    -4, ·, 6, 18, 7, 2, 1, 2, -3
COc1ccc(NC(=O)C2CCN(S(=O)(=O)c3ccc4c(c3)CC(C)N4C(C)=O)CC2)cc1OC (stereo unspecified)
    4, 1, 12, -2, 4, 7, 6, 3, 2
O=C(NCc1cccs1)C1CCCN(S(=O)(=O)c2cccs2)C1 (stereo unspecified)
    -1, -3, 2, -1, 8, 1, 8, 1, -5

The list continues:
SMILES | pPAFAH FP inh | EBNA-1 inhibitor | ZTA DNA inh | PREPL inh | PAFAH1B2 FP inh | PAFAH2 FP inh | PAFAH1B3 inh | LYPLA1 inh | LYPLA2 counter
O=C(Nc1ccc(Cl)c(Cl)c1)Oc1ccc(NC(=O)c2ccco2)cc1 | -17 | -1 | -1 | 6 | -6 | -37 | -19 | -29 | -42
COCCCNC(=O)C1CCC(=O)N(c2ccc3c(c2)OCO3)C1c1ccc(OC)cc1 (stereo unspecified) | 5 | -1 | 4 | -8 | 4 | 7 | 0 | -2 | -3
O=C(CNC(=O)c1ccccc1Cl)NCCc1cccs1 | 7 | · | · | 13 | -3 | -1 | -2 | · | ·
CCOC(=O)CN1CC23C=CC(O2)C(C(=O)NCc2ccc(C)cc2)C3C1=O (stereo unspecified) | 1 | -1 | -2 | 8 | 8 | 4 | -7 | -2 | 6
CCOc1ccc(NC(=S)N2CCC(NC(=O)C3CCCCC3)CC2)cc1 | -7 | -9 | -5 | 11 | 0 | 1 | 6 | -2 | -10
Clc1cccc(Cl)c1CNC1CCCC1 | 1 | -12 | -1 | 6 | -3 | -6 | 8 | 1 | -1
COc1ccc(/C(C)=N\NS(C)(=O)=O)c(OC)c1 | 2 | 9 | 13 | 19 | 2 | -11 | -1 | 3 | -1
CC(C)[C@H](NC(=O)N1CCn2c1nc1ccccc12)C(=O)NC1CC1 | -2 | -1 | 12 | -1 | 9 | 2 | 7 | -1 | 3
O=C(Nc1cccc2cccnc12)c1cccc2ccccc12 | 6 | 3 | 4 | -5 | 1 | -5 | 2 | -4 | -1
Cc1cccc(-c2oc(C)c(C)[n+]2[O-])c1 | 0 | -10 | -6 | -2 | 5 | 0 | 11 | 3 | 9
CSc1nc(N2CCN(c3ccccc3)CC2)cc(N2CCN(c3ccccc3)CC2)n1 | 0 | 6 | 19 | 2 | 0 | 12 | 10 | 2 | 0
Oc1ccccc1N1CCN(c2ncnc3scc(-c4ccc(F)cc4)c23)CC1 | 7 | -15 | -13 | 3 | 5 | 0 | 5 | 3 | -5
Cc1cc(N2CCCC2)nc(-c2ccccc2O)n1 | 3 | 0 | -19 | 23 | 3 | 3 | 7 | -1 | 3
Cc1ccccc1C(=O)N1CCC(C(=O)Nc2sccc2C(N)=O)CC1 | 0 | · | -17 | 1 | 0 | 1 | 2 | -3 | -5
CCc1ccc(NC(=O)Nc2c(C)n(C)n(-c3ccccc3)c2=O)cc1 | -2 | -9 | -2 | 14 | 5 | 4 | 3 | -1 | -6
Cc1ccc(C(=O)Nc2ccc(Cl)cn2)cc1 | 1 | 7 | 10 | 3 | 4 | 5 | -5 | -3 | 2
COC(=O)CCN(C1CCCCC1)S(=O)(=O)c1ccc(S(=O)(=O)N2CCCCC2)cc1 | -4 | -8 | -12 | 9 | 0 | -4 | 4 | -4 | 0
COc1ccc(CNC(=O)c2ccc(Cl)c(NC3=NC4CS(=O)(=O)CC4S3)c2)cc1 (stereo unspecified) | -1 | 0 | 8 | -4 | 4 | 5 | 3 | -1 | 4
O=C1C2CCCCN2C(=O)N1CCCN1CCN(c2ccc(F)cc2)CC1 (stereo unspecified) | 5 | 1 | -15 | 10 | 5 | 0 | 7 | 2 | 4
Cc1onc(-c2ccccc2Cl)c1C(=O)NNC(=O)c1ccc(F)cc1 | -4 | -8 | -2 | 1 | -4 | -2 | -4 | -3 | -2
C=CCn1c2ccccc2c2nn(C)c(=S)nc21 | 3 | 6 | -1 | 5 | 4 | 1 | 9 | 1 | 5
O=C(OCc1cn(Cc2ccccc2)nn1)c1ccccc1 | 7 | 3 | -13 | -1 | 3 | 2 | -4 | 4 | 9
CNC(=O)c1cc(S(=O)(=O)Nc2ccc3c(c2)OCCO3)ccc1C | 0 | -8 | 1 | -9 | 0 | 1 | -1 | 0 | 3
C=CCN1C=C2C(=O)C(C)(OC(=O)c3ccc(OC)cc3)C(=O)C(c3ccco3)=C2C=C1CCCC (stereo unspecified) | 2 | -5 | -6 | 6 | -6 | 13 | 2 | -2 | -7
O=C1C(CCCNC(=S)NCc2ccccc2)NC(=S)N1Cc1ccccc1 (stereo unspecified) | 1 | -10 | 0 | -1 | 25* | 2 | 8 | -3 | -1
O=C(NC(=S)NCCC1=CCCCC1)c1cccnc1 | 11 | 10 | 19 | 7 | 7 | -2 | 4 | -3 | -2

Screening results: PubChem BioAssay, The Scripps Research Institute Molecular Screening Center
